# Compound activity (PubChem BioAssay)
# HCMV antiviral – blocks human cytomegalovirus replication | HFF cells, HCMV-luciferase reporter, 72 h; active compounds read low | activity change, negative = inhibition, % at 57.5 µM | 4.5% of 410,000 active; in the data active = activity change below about -60%; inconclusive = no clear call, values can overlap the other calls; inactive = above about -39%
#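 Cell-based, HFFs, 1000 cells/well, 16 h 37C; cpds in DMSO + HCMV-luc, MOI 1 PFU/cell; 72 h 37C; OneGlo luminescence after 5 min RT; norm. to buffer vs Salinomycin 10uM.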
# LmPK inhibitor – inhibitors of Leishmania mexicana pyruvate kinase; Q27686; purified LmPK, Kinase-Glo ATP luminescence, 1 h; 0.37% of 290,000 active; Potency, µM (highest dose often 57.5 µM), inactives show at the top dose activity change, negative = inhibition, most hits filed as inhibitors; also: potency is read from the fitted curve at half-maximal effect
# Target sequence (Q27686 whole entry, looked up): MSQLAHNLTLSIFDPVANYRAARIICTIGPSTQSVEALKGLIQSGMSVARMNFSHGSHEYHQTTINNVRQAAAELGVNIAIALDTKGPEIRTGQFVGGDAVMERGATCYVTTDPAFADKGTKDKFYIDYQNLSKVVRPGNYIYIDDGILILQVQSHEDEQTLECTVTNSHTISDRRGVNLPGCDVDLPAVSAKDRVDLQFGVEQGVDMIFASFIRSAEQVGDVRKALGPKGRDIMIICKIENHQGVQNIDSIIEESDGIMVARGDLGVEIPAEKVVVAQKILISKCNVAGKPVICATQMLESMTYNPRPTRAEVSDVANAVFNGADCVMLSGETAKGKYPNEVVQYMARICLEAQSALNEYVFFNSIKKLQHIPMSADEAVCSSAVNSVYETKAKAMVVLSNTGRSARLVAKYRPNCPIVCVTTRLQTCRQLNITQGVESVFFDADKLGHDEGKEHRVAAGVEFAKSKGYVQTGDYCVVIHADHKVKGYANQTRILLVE
#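 In 50 mM imidazole pH 7.2 with 7 mM MgCl2, LmPK (0.1 nM) turned over PEP (0.5 mM) and ADP (0.1 mM) for 1 h at room temperature. Luciferase read-out of ATP.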
# AmpC no deterg – AmpC beta-lactamase inhibition without detergent. P00811. 0.52% of 330,000 active. AmpC nitrocefin hydrolysis, absorbance 480 nm, 0.0001% Triton. Potency, µM (titrated, usually from 57.1 µM), inactives show at the highest dose activity change, negative = inhibition, actives largely listed as inhibitors;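 also: potency is read from the fitted curve at half-maximal effect; plate controls were no compound for no effect and no enzyme for full effect; nearly all actives have a fitted effect of over 20% in size; some results filed as inactive show a strong effect at the top dose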
# Target sequence (P00811 whole entry, looked up): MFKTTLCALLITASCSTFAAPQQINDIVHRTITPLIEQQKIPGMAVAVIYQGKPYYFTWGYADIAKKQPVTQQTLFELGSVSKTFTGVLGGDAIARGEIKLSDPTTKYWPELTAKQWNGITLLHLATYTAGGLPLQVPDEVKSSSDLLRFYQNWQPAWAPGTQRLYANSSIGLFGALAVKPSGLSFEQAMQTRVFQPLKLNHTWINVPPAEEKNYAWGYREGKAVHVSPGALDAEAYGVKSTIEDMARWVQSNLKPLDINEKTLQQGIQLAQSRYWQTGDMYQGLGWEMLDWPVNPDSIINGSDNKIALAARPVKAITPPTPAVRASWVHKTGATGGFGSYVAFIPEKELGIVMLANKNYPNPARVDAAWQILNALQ
#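 20 mM phosphate pH 7.0 + 0.01% (detergent screen) or 0.0001% Triton X-100; 5.3 nM AmpC reagent; cpd preinc 15 min RT; nitrocefin (800 uM stock) to start; A480 q20 s × 4 min; Activity was normalised to no-enzyme and no-compound control wells.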
# Tb PYK inh – T. brucei pyruvate kinase inhibition | Q57TT1 | TbPYK enzyme, Kinase-Glo Plus ATP luminescence, 45 min | Potency, µM (titrated, usually from 76.8 µM), inactives show at the highest dose activity, negative = inhibition, usual class: inhibitors | 0.12% of 410,000 active | AID 624173; also: potency is read from the fitted curve at half-maximal effect; nearly all actives have a fitted effect of over 50% in size
#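 Quantitative HTS: titrated library compounds versus trypanosomal pyruvate kinase in TEA buffer (pH 7.2) containing KCl, MgCl2, BSA and Tween-20. Reactions were initiated with ADP, 130 uM final. Kinase-Glo Plus luminescence was read after 45 min at RT.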
# AmpC detergent – inhibitors of E. coli AmpC beta-lactamase with detergent | P00811 | 0.041% of 370,000 active | AmpC hydrolysis of nitrocefin, absorbance 480 nm, 0.01% Triton | Potency, µM (doses to about 114 µM), inactives show at the top dose activity change, negative = inhibition, usual class: inhibitors;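 also: potency is read from the fitted curve at half-maximal effect; 0% = no-compound wells and -100% = no-enzyme wells; nearly all actives have a fitted effect of over 25% in size; some results filed as inactive show a strong effect at the top dose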
#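 AmpC (5.3 nM in the dispensed reagent) in 20 mM phosphate pH 7.0 with 0.01% (detergent screen) or 0.0001% Triton X-100 was preincubated with compounds for 15 min at room temperature. Nitrocefin was then added from an 800 uM solution, and hydrolysis was followed at 480 nm.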
# Sm TGR block – S. mansoni TGR enzyme inhibition; Potency, µM (top dose mostly 114 µM), without a hit: at the top dose activity change, negative = inhibition, hits mostly inhibitors; Q962Y6; purified TGR, DTNB reduction, TNB absorbance 405 nm; 3% of 360,000 active; also: potency is read from the fitted curve at half-maximal effect; nearly all actives have a fitted effect of over 60% in size
#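 First, TGR (20 nM dispensed) and NADPH were mixed with compound. Second, a 15 min room-temperature incubation followed. Third, further NADPH and then DTNB were added to start the reaction. Finally, TNB absorbance was monitored kinetically.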
# AMA1 RON2 block – AMA1-RON2 (P. falciparum) interaction inhibition; Potency, µM (highest dose often 58.2 µM), for the others: top-dose activity change, negative = inhibition, usual class: inhibitors; 0.2% of 360,000 active; AlphaScreen AMA1-biotinylated RON2 peptide binding; AID 720542;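 also: potency is read from the fitted curve at half-maximal effect; 0% = vehicle wells and -100% = peptide control; nearly all actives have a fitted effect of over 45% in size; some results filed as inactive show a strong effect at the top dose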
#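 AMA1 (3D7) with his tag at 25 nM final met compounds first, then biotinylated RON2 peptide at 25 nM; detection used donor plus acceptor beads, 10 µg/mL apiece, read by AlphaScreen after 30 min at room temperature.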
# * = called active by the depositor; ? = inconclusive; . = not tested or not shown; & = joins results of further samples; [ ] = another dose, or the depositor's remark. Unless noted, calls follow the shape of the dose curve; as a rule, active = well fitted curve in the direction sought with a large enough effect; inconclusive = small, poorly fitted or top-dose-only effect, or another doubt; inactive = no such curve, though single readings can be large; an effect the other way counts as inactive or inconclusive. Unless noted, % is scaled to controls: 0 for no effect and ±100 for the full control effect.
# The opening nine entries, to show the layout:
1) O=C(O)Cn1cc(/C=C2\SC(=O)N(c3ccccc3)C2=O)c2ccccc21
2) CCOc1ccc(CN(C)C(=O)CNC(=O)C2CCCCC2)cc1
3) Nc1cc(=O)[nH]c(SCc2ccc(Cl)cc2Cl)n1
4) COC(=O)C(C)n1cnc2c(nnn2-c2cccc(OC)c2)c1=O (stereo unspecified)
5) CN1C(=O)c2oc3ccc(Br)cc3c(=O)c2C1c1ccncc1 (stereo unspecified)
6) O=C(CN(C(=O)CCC(=O)Nc1nccs1)c1cccc(F)c1)NCc1ccc(F)cc1
7) CC(=O)OCCNc1cc(Sc2nc3ccccc3[nH]2)c2nonc2c1[N+](=O)[O-]
8) O=C(NCCc1ccc(F)cc1)C1CCC(=O)N(CC2CCCCC2)C1 (stereo unspecified)
assay / compound	1	2	3	4	5	6	7	8
HCMV antiviral	-5	48	-60*	19	.	-25	27	27
LmPK inhibitor	2%	-2%	8%	2%	0%	1%	0%	.
AmpC no deterg	-43%	28%	-12%	1%	-10%	-16%	-12%	.
Tb PYK inh	-1%	-6%	0%	-13%	.	-8%	-3%	3%
AmpC detergent	-4%	-2%	-15%	0%	-15%	3%	-7%	.
Sm TGR block	.	0%	2%	1%	?	-5%	0.32µM*	.
AMA1 RON2 block	-3%	-8%	-4%	0%	.	-9%	0%	5%

9) CCOC(=O)CCCCCNC(=O)c1c(O)[nH]c(=O)[nH]c1=O
assay / compound	9
HCMV antiviral	5
LmPK inhibitor	.
AmpC no deterg	.
Tb PYK inh	-5%
AmpC detergent	.
Sm TGR block	.
AMA1 RON2 block	6%

# Results, previewed entries included:
1) O=C(O)Cn1cc(/C=C2\SC(=O)N(c3ccccc3)C2=O)c2ccccc21
2) CCOc1ccc(CN(C)C(=O)CNC(=O)C2CCCCC2)cc1
3) Nc1cc(=O)[nH]c(SCc2ccc(Cl)cc2Cl)n1
4) COC(=O)C(C)n1cnc2c(nnn2-c2cccc(OC)c2)c1=O (stereo unspecified)
5) CN1C(=O)c2oc3ccc(Br)cc3c(=O)c2C1c1ccncc1 (stereo unspecified)
6) O=C(CN(C(=O)CCC(=O)Nc1nccs1)c1cccc(F)c1)NCc1ccc(F)cc1
assay / compound	1	2	3	4	5	6
HCMV antiviral	-5	48	-60*	19	.	-25
LmPK inhibitor	2%	-2%	8%	2%	0%	1%
AmpC no deterg	-43%	28%	-12%	1%	-10%	-16%
Tb PYK inh	-1%	-6%	0%	-13%	.	-8%
AmpC detergent	-4%	-2%	-15%	0%	-15%	3%
Sm TGR block	.	0%	2%	1%	?	-5%
AMA1 RON2 block	-3%	-8%	-4%	0%	.	-9%

7) CC(=O)OCCNc1cc(Sc2nc3ccccc3[nH]2)c2nonc2c1[N+](=O)[O-]
8) O=C(NCCc1ccc(F)cc1)C1CCC(=O)N(CC2CCCCC2)C1 (stereo unspecified)
9) CCOC(=O)CCCCCNC(=O)c1c(O)[nH]c(=O)[nH]c1=O
10) CCOC(=O)C1=C(CN2CCC(C)CC2)NC(=O)NC1c1ccc(F)cc1 (stereo unspecified)
11) Cc1ccc(C)c(Cn2nnc3c(=O)[nH]c(C(=O)NCc4ccco4)nc32)c1
12) CCCOc1ccccc1N/C(=N/c1nc(C)cc(C)n1)NC(=O)COc1ccc(OC)cc1
assay / compound	7	8	9	10	11	12
HCMV antiviral	27	27	5	-3	-10	-24
LmPK inhibitor	0%	.	.	.	0%	7%
AmpC no deterg	-12%	.	.	.	-23%	-17%
Tb PYK inh	-3%	3%	-5%	3%	1%	1%
AmpC detergent	-7%	.	.	5%	?	7%
Sm TGR block	0.32µM*	.	.	2%	?	4%
AMA1 RON2 block	0%	5%	6%	.	62%[activator]	0%

13) COc1ccc(C(CNC(=O)c2cc(S(=O)(=O)Nc3cccc(C)c3)ccc2C)N2CCCC2)cc1 (stereo unspecified)
14) COc1ccc(OC)c2c1cc(C(=O)N[C@@H](C)C(=O)N[C@@H](C(=O)O)c1ccccc1)n2C
15) CCC(c1nnnn1-c1c(C)cccc1C)N1CCN(c2cccc(C(F)(F)F)n2)CC1 (stereo unspecified)
16) CCc1ccc(NC(=O)c2nn(-c3ccc(C)cc3)c(=O)n(C)c2=O)cc1
17) CN(CCC#N)C(=O)COc1ccc(Br)cc1Cl
18) N#CCCn1c(-c2nonc2NC(=O)c2ccccc2Cl)nc2ccccc21
assay / compound	13	14	15	16	17	18
HCMV antiviral	-31	40	-31	-13	-37	-3
LmPK inhibitor	.	-9%	.	.	-9%	6%
AmpC no deterg	.	-18%	.	.	-9%	1%
Tb PYK inh	7%	4%	3%	-6%	4%	4%
AmpC detergent	.	-4%	.	15%	-2%	-1%
Sm TGR block	.	10%	.	7%	4%	12%
AMA1 RON2 block	-5%	0%	11%	.	1%	6%

19) CC(C)N(Cc1nc(-c2ccccc2)no1)C(=O)C(Cl)(Cl)Cl
20) Cc1cnc(NC(=O)c2cc3c(C)nn(Cc4ccccc4Cl)c3s2)s1
21) Cc1cc(C)nc(NS(=O)(=O)c2ccc(N)cc2)n1
22) CCS(=O)(=O)N1CCc2cc(C(=O)Nc3cc([N+](=O)[O-])ccc3C)ccc21
23) Cc1cc(F)ccc1NCc1ccncc1
24) CC(C)C(NS(=O)(=O)c1cccc2nsnc12)C(=O)NCc1ccc2c(c1)OCO2 (stereo unspecified)
assay / compound	19	20	21	22	23	24
HCMV antiviral	-37	6	-66*	-9	-5	9
LmPK inhibitor	2%	-2%	-3%&0%	.	8%	-5%
AmpC no deterg	-12%	-18%	-27%&-19%&-11%	.	1%	-8%
Tb PYK inh	-2%	-11%	4%&0%	-6%	-13%	-6%
AmpC detergent	-7%	0%	?	-2%	-6%	?
Sm TGR block	11%	-18%	56%&6%&-2%[activator]	-11%	4%[11.4 µM]	2%
AMA1 RON2 block	5%	53%[activator]	-3%	.	-9%	2%

25) O=C(NCCCN1CCCC1)c1ccc2c(Cl)c3c(nc2c1)CCCC3
26) COc1ccc(CNC(=O)COC(=O)c2cccc(S(=O)(=O)N3CCOCC3)c2)cc1
27) COc1ccccc1N1C(=O)[C@@H]2[C@H](C1=O)[C@H](C(=O)c1ccc(OC(C)=O)cc1)N1N=CC=C[C@@H]21
28) CCNc1ncnc2c1cnn2C1CCCCO1 (stereo unspecified)
29) CCCN1Cc2cccc(C(=O)N3CCN(c4ccc(F)cc4)CC3)c2C1=O
30) CCC(C)(C)NC(=O)C(c1cccn1C)N(C(=O)Cn1nnc2ccccc21)c1ccc(OC)cc1 (stereo unspecified)
assay / compound	25	26	27	28	29	30
HCMV antiviral	-73*	-5	127	72	-5	-32
LmPK inhibitor	-1%	.	-1%	.	-3%	1%
AmpC no deterg	60%[activator]	11%	72%[activator]	.	27%	44%
Tb PYK inh	-1%	-2%	-14%	1%	3%	5%
AmpC detergent	3%	?	-6%	.	0%	-10%
Sm TGR block	?	-9%	16µM*	.	-12%	0%
AMA1 RON2 block	-10%	-16%	-2%	1%	-7%	0%

31) COc1ccc(CNC(=O)c2noc(C)c2[N+](=O)[O-])cc1
32) CC1CCCC(NC(=O)COC(=O)c2ccccc2Sc2ccccc2C#N)C1C (stereo unspecified)
33) Cc1cn([C@H]2C[C@H](O)[C@@H](CCC(=O)NCCCc3ccccc3)O2)c(=O)[nH]c1=O
34) CCCCNC(=O)c1ccc(NS(=O)(=O)c2ccc3[nH]c(=O)[nH]c3c2)cc1
35) COc1cc(CN2CCN(S(=O)(=O)c3ccc(NC(C)=O)cc3)CC2)cc(OC)c1O
36) Cc1[nH]n2c(=O)cc(C(C)(C)C)nc2c1-c1ccccc1
assay / compound	31	32	33	34	35	36
HCMV antiviral	-1	-28	-1	32	.	-62*
LmPK inhibitor	-1%	4%	.	-6%	-2%	2%
AmpC no deterg	-28%	-29%	.	-40%	21%	-22%
Tb PYK inh	-8%	7%	-1%	-7%	0%	-6%
AmpC detergent	-7%	-14%	.	5%	-18%	2%
Sm TGR block	?	3%	.	-4%	?	0%
AMA1 RON2 block	9%	-1%	6%	-20%	-18%	104%[activator]

37) COc1ccc(-c2cccc(NS(=O)(=O)c3cc([N+](=O)[O-])ccc3C)c2)nn1
38) Cc1ccc(Oc2cc(NN3CCCCC3)c([N+](=O)[O-])cc2[N+](=O)[O-])c([N+](=O)[O-])c1
39) CCOC(=O)c1sc2ncn(CC(=O)Nc3ccc(OCC)cc3)c(=O)c2c1C
40) O=C(Cn1cnc([N+](=O)[O-])n1)N/N=C/c1cccc2ccccc12
41) Cc1ccc(C(O)Cn2cc([N+](=O)[O-])nc2C)cc1 (stereo unspecified)
42) O=C(c1cccc([N+](=O)[O-])c1)N(c1ccccn1)c1ccccn1
assay / compound	37	38	39	40	41	42
HCMV antiviral	-15	-34	-3	-27	5	-17
LmPK inhibitor	.	-4%	.	1%	6%	5%
AmpC no deterg	-29%	-29%	.	-13%	-2%	-20%
Tb PYK inh	0%	-8%	-3%	2%	1%	-3%
AmpC detergent	-21%	-14%	?	3%	0%	-1%
Sm TGR block	1%	-19%	0%	-5%	0%	-9%
AMA1 RON2 block	7%	-19%	.	-4%	0%	52%[activator]

43) CCN1/C(=C\c2ccc3ccccc3[n+]2CC)Sc2cc(C)ccc21
44) Cc1ccc(S(=O)(=O)N(CCc2ccccc2)CC(=O)Nc2ccc(Br)cc2)cc1
45) CC(C)NC(=O)c1ccc(NC(=O)CC2SC(N3CCCCC3)=NC2=O)cc1 (stereo unspecified)
46) COc1ccc(-c2ocnc2C(=O)N2CCN(C(c3ccccc3)c3ccccc3)CC2)cc1
47) Cc1cccc2cc3c(NC(=O)C(C)C)nn(C)c3nc12
48) Cc1cn2c(=O)cc(COc3ccccc3NC(=O)c3ccc(C(C)(C)C)cc3)nc2s1
49) COC(=O)Cc1cc(=O)n2[nH]c(C)c(-c3ccccc3)c2n1
50) CCCCNC(=O)CSc1nc2cc3c(cc2c(=O)n1CCCC(=O)NCCc1ccc(OC)c(OC)c1)OCO3
assay / compound	43	44	45	46	47	48	49	50
HCMV antiviral	-100*	-22	0	8	-16	17	-7	-2&-12
LmPK inhibitor	-9%	.	.	11%	3%	.	1%	-2%
AmpC no deterg	1%	.	-19%	47%	-1%	.	-10%	-14%
Tb PYK inh	-6%	0%	1%	1%	-1%	1%	1%	2%&4%
AmpC detergent	-1%	16%	5%	-5%	-2%	11%	-6%	?
Sm TGR block	-11%	8%	8%	-24%	-4%	9%	-2%	0%&0%
AMA1 RON2 block	-28%	.	-4%	?	4%	.	8%	-11%
